ARNT-TACC3 inh: disruptors of human ARNT/TACC3 interaction; AID 623870; hit rate 0.66% among 390,000; inhibition, % at 9.99 µM; Q9Y6A5; AlphaScreen His-ARNT PAS-B/GST-TACC3 binding, luminescence; TACC3 fragment carries E629A point mutation;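 active = mean inhibition of replicates at least 50% and at least half of replicates each reaching 50%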;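 also: 0% = complete ARNT plus TACC3 wells and 100% = ARNT alone without TACC3; many hits fall short of the cut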
Cneo AK release: causes C. neoformans cell lysis. hit rate 0.2% among 360,000. adenylate kinase release luminescence, 4 h; normalised: neutral wells 0, clomiphene wells 100. lysis activity, % at 15 µM;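 active = mean lysis activity across replicates of at least 80%, whatever share of replicates individually reach that level; inactive = mean lysis activity below 80%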
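Test system: log-phase Cryptococcus neoformans yeast cells; Quantity: yeast cell density of 5 × 10^6 cells/mL; Buffer or medium: YPD; Doses: single compound concentration per well; Timing: 4 h at 37 °C static, read 1 h later; Measured by: AK luminescence; Read-out basis: lysis from increased AK signal; Control set: Clomiphene as positive control.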
Statin myotox sup: suppression of simvastatin myotoxicity. C2C12 myotubes + simvastatin, ATP luminescence, 48 h; scaled: DMSO 0, geranylgeraniol control 100. rescue of ATP level, % at 7.49 µM. hit rate 0.78% among 330,000;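 active = mean ATP rescue above about 67%, or every replicate alone reaching that limit, limit read from the data, passing the limit was not always enough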;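 also: myotubes were challenged with 10 µM simvastatin during compound exposure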
PGC1a acetyl inh: modulators of PGC1a acetylation; U2OS PGC1a acetylation, AlphaScreen anti-acetyl-lysine; with virally co-expressed GCN5 acetyltransferase; inhibition, % at 15.6 µM; hit rate 0.17% among 350,000; AID 651687;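 active = every replicate shows inhibition of at least 40%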;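 also: 0% = neutral control wells and 100% = positive control wells; some results beyond the cut were filed as inactive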
PAX8 inh HTS: lowers PAX8-driven luciferase in RMG-I cells; RMG-I TPO-luciferase reporter, SteadyGlo, 24 h; inhibition, % at 12.6 µM; hit rate 1.2% among 360,000; AID 652154;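 active = mean replicate inhibition at least 60% with every replicate also reaching 60%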;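 also: luciferase light reporting Pax8 driven TPO promoter activity; plate controls were median of neutral control wells for no effect and mitoxantrone controls for full effect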
PglD DTNB: inhibitors of Campylobacter jejuni PglD acetyltransferase; inhibition, % at 12.5 µM; purified PglD enzyme, DTNB colorimetric CoA detection; hit rate 0.098% among 360,000; in the data active = inhibition above about 16%, passing the limit was not always enough; also: strong numbers were not always called active
LGR2 antag: blocks bursicon-induced cAMP signaling via Drosophila LGR2; HEK293 LGR2, CRE-luciferase, bursicon-stimulated, 4 h; inhibition, % at 9.99 µM; hit rate 0.35% among 380,000; AID 720647;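 active = drop in luminescence signal, shown as inhibition above about 50% in the replicate tests, limit read from the data, passing the limit was not always enough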;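 also: agonist challenge used bursicon conditioned medium at about half maximal strength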
INS-1E GSIS act: primary screen for activators of insulin secretion dependent on glucose, INS-1E cells, GLuc reporter luminescence | INS-1E GLuc reporter insulin secretion, 2-3 h | activation, % at 16.6 µM | hit rate 0.61% among 370,000;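 active = lowest replicate activation of at least 40%, so every replicate reaches that level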;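 also: 0% = median of neutral control wells and 100% = median of IBMX positive control wells; some compounds called inactive have numbers as strong as hits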
An asterisk follows results filed as active; x = not tested or not shown.

SMILES	ARNT-TACC3 inh	Cneo AK release	Statin myotox sup	PGC1a acetyl inh	PAX8 inh HTS	PglD DTNB	LGR2 antag	INS-1E GSIS act
CCn1c(SCC(=O)Nc2cc(C)on2)nc2c1c(=O)n(C)c(=O)n2C	-14	1	4	3	x	-2	0	20
O=C(COc1ccc(S(=O)(=O)N2CCOCC2)cc1Cl)NCCCn1ccnc1	x	0	38	x	-17	2	-2	-1
c1ccc(Nc2nc(CSc3ncn[nH]3)cs2)cc1	-5	x	x	x	-129	x	-26	-6
CC1CC(=O)N(C)c2cc([N+](=O)[O-])ccc2N1 (stereo not given)	1	3	6	-19	2	3	8	-1
COC(=O)c1cc(NC(=O)Cn2c(=O)oc3ccccc32)cc(C(=O)OC)c1	-2	2	10	0	8	1	-9	-5
COc1cccc(CNC(=S)Nc2ccc3c(c2)c(=O)n(C)n3C)c1	x	-5	8	-10	-20	2	-4	19
CC(=O)OCCCN(C)CC/C=C1/c2ccccc2CSc2ccccc21	7	x	x	3	14	x	3	-49
COc1ccc(-c2coc3c(C(=O)NCc4ccccc4)cccc23)c(C)c1	x	2	4	-14	19	-3	18	-10
O=C(Nc1ccc(Cn2ccnc2)cc1)c1cccc(C(F)(F)F)c1	-2	3	-17	-4	13	-5	9	4
Cc1ccc(CN2C(=O)CCC2C(=O)N2CCN(c3ccc(F)cc3)CC2)cc1 (stereo not given)	-5	0	10	2	x	2	8	-3
CCOC(=O)c1cc([N+](=O)[O-])sc1N	-1	1	x	0	19	5	4	-2
C[C@@H](NC(=O)OC(C)(C)C)C(=O)NCC1CCC(C(=O)N[C@@H](Cc2ccccc2)C(=O)O)CC1 (stereo not given in full)	-2	0	8	3	-16	-6	-3	-4
CC(C)NC(=O)Nc1ccc2c(c1)CC(=O)N([C@@H](C)CO)C[C@H](C)[C@H](CN(C)Cc1ccncc1)O2	10	2	4	1	-1	1	11	4
O=C1C[C@@H]2CCN3C(=O)CCC[C@@H]([C@H]23)[C@H]1Cc1ccccc1	-6	2	-10	2	-1	-2	14	30
O=C(Nc1ccc(-n2cccn2)cc1)C1CCCCN1Cc1cccc2cccnc12 (stereo not given)	11	-2	1	-1	0	-1	-5	16
COc1ccc(CCCNC(=O)C2Cc3c(-c4cccc(C(N)=O)c4)ccnc3O2)cc1 (stereo not given)	x	-1	26	-18	21	-15	5	0
C[C@@H]1CCCCO[C@@H](CN(C)C(=O)NC2CCCCC2)[C@@H](C)CN([C@H](C)CO)C(=O)c2cc(NC(=O)Cc3ccccc3)ccc2O1	-3	-2	x	10	x	1	3	1
Cc1cc(-c2nnc(SCC(=O)Nc3ccccc3C)n2N)n[nH]1	0	7	24	11	-5	-7	14	17
COc1ccccc1N1CC(O)=C(c2nc3ccccc3c(=O)[nH]2)C1=N	0	x	-7	-17	x	x	-3	2
CC(=O)Nc1nc2ccccc2n1Cc1ccc(Cl)cc1	-11	1	x	8	4	-2	-3	19
CCN(CC)CCNC(=O)c1cc2c(-c3ccc(Cl)cc3)nn(C)c2s1	26	1	4	-20	39	-9	0	15
O=C(N/N=C/c1ccc(OC(=O)c2ccccc2Cl)cc1)c1cc(O)cc(O)c1	31	-18	7	x	-7	2	-3	8
CCCCOC(=O)Nc1ccc(S(=O)(=O)Nc2onc(C)c2C)cc1	-5	3	8	7	-3	0	26	7
CCCCCOC(=O)C1=C(C)Nc2ncnn2C1c1cccs1 (stereo not given)	3	1	-5	-9	x	0	x	-16
O=C(NC(c1ccc(-c2ccccc2)cc1)c1cnccn1)C1CCN(CCN2C(=O)c3ccccc3C2=O)CC1 (stereo not given)	x	2	1	x	-6	-6	3	-7
Next part.
SMILES	ARNT-TACC3 inh	Cneo AK release	Statin myotox sup	PGC1a acetyl inh	PAX8 inh HTS	PglD DTNB	LGR2 antag	INS-1E GSIS act
O=C(CN(c1ccc2c(c1)OCCO2)S(=O)(=O)c1ccccc1)NCC1CCCO1 (stereo not given)	x	0	2	38	-2	2	x	x
CNC(=O)N1c2ccccc2C=Cc2ccccc21	-1	2	2	6	-4	2	-5	9
CN(C)C(=O)c1c(-c2ccccc2)oc2ccc(O)cc12	0	-4	12	-6	x	2	5	20
CCn1ccc(C(=O)Nc2ccc(N(C)C(C)=O)cc2)n1	-4	0	-5	6	x	-1	-26	11
C[C@@H]1CCCCO[C@@H](CN(C)Cc2ccncc2)[C@H](C)CN([C@@H](C)CO)C(=O)c2cc(NC(=O)Nc3ccc(C(F)(F)F)cc3)ccc2O1	-7	6	x	14	93*	2	11	6
C[C@@H]1CN([C@@H](C)CO)C(=O)c2c(c3ccccc3n2C)-c2ccccc2CO[C@H]1CN(C)C(=O)c1ccncc1	-5	-3	x	5	3	1	-3	1
CN1CCCCN2[C@H](CO)[C@@H](c3ccc(Br)cc3)[C@H]2C1	-1	2	-4	0	-17	-16	17	14
O=C(CN1C(=O)c2ccccc2S1(=O)=O)N1CCN(c2cccc(Cl)c2)CC1	-4	2	-9	-9	x	-6	x	x
CCCNC(=O)C[C@@H]1C[C@H]2c3cc(NC(=O)c4ccc5c(c4)OCO5)ccc3O[C@H]2[C@H](CO)O1	-7	-2	0	-10	2	-7	4	-8
Cc1ccc(S(=O)(=O)N2C[C@H]3C(=O)C[C@@H]4C(=O)N(c5ccccc5)C(=O)[C@@H]4[C@@H]3C[C@H]2c2cccc(Cl)c2)cc1	x	-1	4	3	14	5	12	-14
O=C(Cc1ccccn1)N1CC(=O)N2[C@H](CO)[C@H](c3ccc(C#CCC4CCCC4)cc3)[C@H]2C1	x	x	x	-2	-11	x	16	-15
O=C(C[C@@H]1C=C[C@@H](NC(=O)Nc2ccc(C(F)(F)F)cc2)[C@H](CO)O1)NCCN1CCCC1	-6	1	-5	-9	6	0	-2	5
COc1cc(C#N)ccc1OC(=O)Cc1cc(OC)c(OC)c(OC)c1	-3	9	2	3	-10	-3	4	-6
CCCC(=O)Nc1ccc2c(c1)OC[C@H](C)N(C(=O)c1ccccc1F)C[C@@H](C)[C@H](OC)CN(C)C2=O	x	x	23	19	x	x	6	3
O=C(N[C@H]1CC[C@@H](CCn2cc(C3(O)CCCC3)nn2)O[C@@H]1CO)c1ccccc1F	-15	1	-20	-5	-8	2	10	9
CCCc1cn(CC[C@@H]2CC[C@@H](NC(=O)Nc3ccc4c(c3)OCO4)[C@H](CO)O2)nn1	7	0	3	2	-3	2	10	-6
C[C@H](NC(=O)c1ccco1)C(=O)Nc1ccc2c(c1)OCO2	2	x	6	-1	1	x	20	6
O=C(CSc1ncnc2scc(-c3ccccc3)c12)Nc1ccc(C(=O)O)cc1	-6	-1	-7	8	-1	0	13	147*
Cc1ccc(N(CC(=O)N2CCc3ccccc3C2)S(C)(=O)=O)cc1	-1	-2	2	x	3	-5	1	6
C[C@@H]1CN([C@H](C)CO)C(=O)c2ccccc2-c2ccccc2CO[C@@H]1CN(C)Cc1ccc(Cl)c(Cl)c1	x	x	x	-35	45	x	15	14
O=C(NCc1cccc(Br)c1)C1CC(c2ccc(C(F)(F)F)cc2)=NO1 (stereo not given)	2	-4	-19	x	-8	2	11	14
CC(=O)c1cccc(S(=O)(=O)Nc2ccc(N3CCOCC3)cc2)c1	0	0	-7	-9	9	3	-6	-20
Cc1noc(C)c1S(=O)(=O)Nc1ccc2c(c1)C(=O)N([C@@H](C)CO)C[C@H](C)[C@@H](CN(C)Cc1ccc(Cl)c(Cl)c1)OCCCC[C@H](C)O2	x	x	x	12	16	x	24	-11
O=S(=O)(c1cc(O)ccc1O)c1cccc2c(S(=O)(=O)c3cc(O)ccc3O)cccc12	6	2	11	x	22	-1	-9	-8
CC1(c2ccc(OC(F)F)cc2)NC(=O)N(CC(=O)Nc2ccc3c(c2)OCO3)C1=O (stereo not given)	6	1	-5	-5	x	10	x	-2

By substructure, the entries above with bromine
SMILES	ARNT-TACC3 inh	Cneo AK release	Statin myotox sup	PGC1a acetyl inh	PAX8 inh HTS	PglD DTNB	LGR2 antag	INS-1E GSIS act
CN1CCCCN2[C@H](CO)[C@@H](c3ccc(Br)cc3)[C@H]2C1	-1	2	-4	0	-17	-16	17	14
O=C(NCc1cccc(Br)c1)C1CC(c2ccc(C(F)(F)F)cc2)=NO1 (stereo not given)	2	-4	-19	x	-8	2	11	14

(cont.)
SMILES	ARNT-TACC3 inh	Cneo AK release	Statin myotox sup	PGC1a acetyl inh	PAX8 inh HTS	PglD DTNB	LGR2 antag	INS-1E GSIS act
COc1cc2c(cc1NC(=O)C(C)N1CCN(S(=O)(=O)c3ccccc3[N+](=O)[O-])CC1)oc1ccccc12 (stereo not given)	-2	-1	6	13	x	-3	x	x
O=C(CSc1nnc(Cc2ccccc2)o1)c1ccccc1	-3	2	0	-10	-36	4	-19	6
Cc1cc2oc(C(=O)Nc3ccc(S(=O)(=O)Nc4ncccn4)cc3)cc(=O)c2cc1Cl	-2	-3	1	-4	2	5	5	2
OCCN1CCN(C(=S)c2ccc(Cl)cc2)CC1	-2	-2	1	-4	x	2	x	x
Cn1cc(/C=C/c2cc[n+](C)cc2)c2cc(F)ccc21	-7	0	x	-1	x	4	x	x
CCc1ccc(NC(=O)C2CCCN(S(=O)(=O)c3c(C)[nH]c(=O)[nH]c3=O)C2)cc1 (stereo not given)	-18	x	x	5	-9	x	-2	10
C[C@H](CO)N1C[C@H](C)[C@H](CN(C)Cc2ccncc2)OCCCC[C@H](C)Oc2ccc(NC(=O)Nc3cccc4ccccc34)cc2C1=O	-3	-2	x	0	x	1	-8	7
O=C(COC(=O)c1ccc(Cl)c(S(=O)(=O)N2CCCCC2)c1)NC1CCCCC1	x	-1	6	5	-2	-8	x	x
C[C@@H]1CCCCO[C@H](CN(C)CC2CCCCC2)[C@H](C)CN([C@H](C)CO)C(=O)c2cc(NS(C)(=O)=O)ccc2O1	0	-1	-9	-8	2	3	24	9
O=C(Nc1ccncc1)C1COc2ccccc2O1 (stereo not given)	-1	-1	5	-14	x	1	x	x
Cc1ccc(C(=O)NCc2ccccn2)cc1S(=O)(=O)N1CCCCC1	23	-2	5	-21	6	-3	-2	-1
Cc1nc2cc(NS(=O)(=O)c3ccc(Br)cc3)ccc2n1C	-1	x	x	-4	0	x	8	-3
COc1ccc(C)cc1NC(=O)COC(=O)C1COc2ccccc2O1 (stereo not given)	-10	1	0	-1	3	-3	-3	7
COCC(=O)N(C)C[C@H]1Oc2ncc(C#Cc3ccccc3)cc2C(=O)N([C@H](C)CO)C[C@H]1C	-6	-2	-1	-2	x	2	-13	6
CCN(CC)CCN(C)C1CCC(c2ccccc2)CC1 (stereo not given)	-5	x	x	-8	21	x	10	-1
CCc1ccccc1NC(=O)CNC(=O)c1ccccc1OCc1c(C)noc1C	-2	1	-1	x	-3	-4	1	-1
CCC(C)NC(=O)c1cc2c(=O)n(CC)c3ccccc3c2s1 (stereo not given)	-5	1	-5	-2	-15	0	11	9
CC(C)(C)c1ccc(/C=C/C(=O)c2ccc(NC3=NCCCS3)cc2)cc1	6	x	x	x	36	x	26	1
O=C(NCC1CC1)[C@@H]1N[C@@H]2c3ccc(-c4ccccc4F)c(=O)n3C[C@@H]2[C@H]1CO	2	3	11	x	x	2	-6	12
Cc1ccc(S(=O)(=O)N[C@@H]2CC[C@@H](CC(=O)N3CCc4ccccc4C3)O[C@H]2CO)cc1	0	23	19	-13	9	11	9	-2
COc1cccc(C(=O)NCCC2=CCCCC2)c1OC	-3	-4	x	-14	x	4	x	x

Part of the list above in order of SMILES length, smallest number first:
SMILES	ARNT-TACC3 inh	Cneo AK release	Statin myotox sup	PGC1a acetyl inh	PAX8 inh HTS	PglD DTNB	LGR2 antag	INS-1E GSIS act
CCCCCOC(=O)C1=C(C)Nc2ncnn2C1c1cccs1 (stereo not given)	3	1	-5	-9	x	0	x	-16
CC(C)(C)c1ccc(/C=C/C(=O)c2ccc(NC3=NCCCS3)cc2)cc1	6	x	x	x	36	x	26	1
O=C(CN(c1ccc2c(c1)OCCO2)S(=O)(=O)c1ccccc1)NCC1CCCO1 (stereo not given)	x	0	2	38	-2	2	x	x
